High-throughput results as filed in PubChem BioAssay.
RGS4 act = potentiators or activators of RGS4. AID 463111. B-score at 10 µM. HEK293 M3R/inducible RGS4, carbachol calcium flux Fluo4; active compounds read low. 0.92% of 310,000 active;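 active means B-score of the integrated calcium signal more than 4 SD below the library mean, with starting fluorescence not abnormally high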;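 further: negative B-score means reduced calcium response which marks RGS4 activation or potentiation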
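Detection: kinetic calcium fluorescence imaging with Fluo4-AM dye, 2 µM / Material: HEK293 cells with stable M3R and inducible RGS4 / Schedule: recording 10 s baseline at 1 Hz, 100 s post-agonist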
KCNQ1 block = human KCNQ1 channel inhibition. 1.3% of 310,000 active. AID 2642. P51787. CHO-K1 KCNQ1, FluxOR thallium flux fluorescence; active compounds read high. B-score at 10 µM;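 active means compounds whose thallium flux B-score, printed positive for inhibition, exceeds three library SD while starting fluorescence stays within three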;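 further: channel opened by potassium depolarization with thallium stimulus after 20 min compound exposure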
KCNQ1 pot = human KCNQ1 channel potentiation or activation. CHO-K1 KCNQ1, thallium flux FluxOR fluorescence; active compounds read high. B-score at 10 µM. 0.35% of 310,000 active. AID 2648;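 active means fluorescence ratio B-score, a plate-corrected score, at least three library SD, with initial intensity B-score within 5 SD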
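Assay system: stable KCNQ1 CHO-K1 line; medium: assay buffer, equal DMSO in all wells; timing: 90 min dye loading and 20 min compound exposure, both at room temperature; technique: kinetic FluxOR thallium fluorescence, 10-s 1-Hz baseline, 110-s post-stimulus read; read-out basis: B score of baseline-normalized fluorescence ratio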
GSK3 alpha inh = blocks human GSK-3 alpha kinase; P49840; ADP-Glo luminescence, 60 min; inhibition, % at 10 µM; 0.1% of 320,000 active; AID 2650;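 in the data active means inhibition above about 50%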;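 further: GST-tagged GSK-3 alpha with peptide substrate and 25 µM ATP; 0% = DMSO neutral wells and 100% = GW8510 positive control wells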
Target sequence (P49840 whole entry, looked up): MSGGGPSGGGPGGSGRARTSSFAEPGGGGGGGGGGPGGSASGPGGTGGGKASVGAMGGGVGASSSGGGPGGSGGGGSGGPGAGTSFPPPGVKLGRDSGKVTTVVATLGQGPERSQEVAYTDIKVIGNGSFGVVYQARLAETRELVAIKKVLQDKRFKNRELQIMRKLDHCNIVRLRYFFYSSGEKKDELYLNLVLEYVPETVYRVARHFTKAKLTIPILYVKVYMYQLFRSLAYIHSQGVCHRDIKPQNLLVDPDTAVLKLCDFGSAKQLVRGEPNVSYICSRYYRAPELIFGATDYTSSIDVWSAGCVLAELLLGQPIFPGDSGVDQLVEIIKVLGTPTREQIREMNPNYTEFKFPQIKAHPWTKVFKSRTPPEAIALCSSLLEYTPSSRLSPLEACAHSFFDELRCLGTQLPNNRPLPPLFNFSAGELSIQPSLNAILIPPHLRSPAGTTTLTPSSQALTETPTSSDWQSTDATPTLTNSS
RGS4 block = human RGS4 inhibition; HEK293 M3R/RGS4 inducible, Fluo-4 calcium flux; active compounds read high; triggered by carbachol at its EC20; P49798; B-score at 10 µM; AID 463165; 0.45% of 310,000 active;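 active means B-score, a plate-corrected calcium signal, over three deviations above library mean, with baseline fluorescence within five deviations of library mean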;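 further: RGS4 expression induced by doxycycline in cells with stable M3 receptor; B-score is computed from the integrated fluorescence ratio over baseline after carbachol; higher B-score means a larger calcium signal and so more RGS4 inhibition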
Target sequence (P49798 whole entry, looked up): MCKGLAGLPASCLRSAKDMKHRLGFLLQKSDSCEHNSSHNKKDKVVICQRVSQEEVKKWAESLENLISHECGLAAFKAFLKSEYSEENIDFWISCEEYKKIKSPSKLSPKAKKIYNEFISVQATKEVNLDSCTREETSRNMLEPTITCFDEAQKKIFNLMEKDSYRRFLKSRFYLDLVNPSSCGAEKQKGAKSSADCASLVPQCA
PolyA inh = yeast polyadenylation inhibition. S. cerevisiae SKY197-pL101 polyadenylation reporter, beta-gal luminescence; efflux-impaired pdr1/pdr3 knockout yeast; score 100 = 6 SD above DMSO. calls only at 12 µM. 0.02% of 300,000 active. AID 1875;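 active means lowest replicate activity score at least 50, where 100 means six control SD above control mean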;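 further: yeast exposed to compound for 9 h at 30 °C; higher score means more reporter readthrough which indicates perturbed polyadenylation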
Dyrk1A ADPGlo = blocks rat Dyrk1A kinase activity. ADP-Glo luminescence, NFATc1 peptide. inhibition, % at 12.5 µM. 0.43% of 310,000 active. AID 504441; in the data active means inhibition above about 50%;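 further: plate controls were vehicle with enzyme for no effect and no enzyme for full effect; many of its hits are not listed in these tables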
hERG rescue = compounds protecting human hERG from proarrhythmic drug block | Q12809 | CHO-hERG, FluxOR thallium flux, dofetilide IC70 present | activation (rescue from dofetilide block), less the hit threshold, % at 10 µM | 0.51% of 310,000 active;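 active means activation above the mean of controls blocked by dofetilide plus 5 SD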;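 further: thallium influx through hERG after potassium depolarization seen as dye fluorescence rise; in these data hits start at about 4.7%; inactives centre near -7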
KCNK9 inh = human KCNK9 channel inhibition. HEK293 KCNK9, FluxOR thallium flux fluorescence; active compounds read low. B-score at 10 µM. 1.2% of 310,000 active;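 active means ratio B-score over 3 SD below the library mean, with starting fluorescence within 5 SD of its mean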;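 further: negative B-score means less thallium flux so channel inhibition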
KCNK3 inh = human KCNK3 channel inhibition, primary screen; O14649; CHO-KCNK3 thallium flux, FluxOR fluorescence; active compounds read low; B-score at 10 µM; 0.84% of 340,000 active; AID 602410;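 active means B-score under library mean minus 4 SD, starting fluorescence ratio at most library mean plus 5 SD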;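 further: more negative B-score means stronger inhibition of thallium flux through KCNK3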
Target sequence (O14649 whole entry, looked up): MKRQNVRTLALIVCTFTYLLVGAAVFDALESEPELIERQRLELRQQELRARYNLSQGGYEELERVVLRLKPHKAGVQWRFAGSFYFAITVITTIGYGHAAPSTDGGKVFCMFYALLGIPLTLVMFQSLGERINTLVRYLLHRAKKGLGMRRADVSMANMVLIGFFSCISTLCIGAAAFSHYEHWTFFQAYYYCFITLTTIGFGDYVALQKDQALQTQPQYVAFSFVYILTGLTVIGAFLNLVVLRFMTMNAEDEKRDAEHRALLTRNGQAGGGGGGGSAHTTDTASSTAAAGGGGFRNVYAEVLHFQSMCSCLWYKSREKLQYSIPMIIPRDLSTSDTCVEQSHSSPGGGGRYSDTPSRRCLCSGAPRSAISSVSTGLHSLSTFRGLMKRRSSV
GSK3beta inhib = blocks human GSK3beta kinase activity; P49841; GST-GSK3beta kinase, ADP-Glo luminescence, 60 min; active compounds read low; activity score (negative = inhibition), % at 10 µM; 0.038% of 300,000 active; AID 2097;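 active means more than half of replicate wells score below -50%, meaning over 50% inhibition versus plate controls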;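 further: 0% = median DMSO wells and -100% = median GW8510 positive control wells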
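Test system: GST-fused GSK3beta enzyme, cell-free | Quantity: 1.6 ng GST-GSK3beta enzyme per well | Reagent: 25 µM ATP with peptide substrate | Schedule: 60 min enzyme reaction, room temperature | Signal: Luminescent ADP-Glo measurement of ADP formed | Read-out basis: Score relative to plate controls | Control set: DMSO and 20 µM GW8510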
* hit, by the source's call; i = inactive; . = no result given. The list is partial (hit frequency here may not be typical).

SMILES | RGS4 act | KCNQ1 block | KCNQ1 pot | GSK3 alpha inh | RGS4 block | PolyA inh | Dyrk1A ADPGlo | hERG rescue | KCNK9 inh | KCNK3 inh | GSK3beta inhib
CCCN1CCN(C(=O)C(NC(=O)c2ccco2)C(C)C)CC1 (stereo not given) | i | i | i | -1 | i | i | 2 | -4 | i | i | 2
O=C(OCC(=O)N(Cc1ccccc1)Cc1ccccc1)c1ccccc1NCCO | -9.3* | i | i | -1 | i | i | 5 | -18 | i | i | -1
COc1cccc(CNC(=O)C2CCN(c3nnc(N4CCCC4=O)s3)CC2)c1 | i | i | i | -1 | i | i | 3 | -9 | i | i | -1
C=CC(=O)NC1CC2CCC1(C)C2(C)C (stereo not given) | i | i | i | -1 | i | i | . | -2 | i | i | 3
CCSc1nc2ccccc2n1C(=O)c1ccc(S(=O)(=O)N2CCCCCC2)cc1 | i | i | i | -2 | i | i | -4 | -7 | i | i | -4
CCOC(=O)c1nc(Nc2ccccc2C)c2ccccc2n1 | i | i | i | 0 | i | i | 11 | -18 | i | i | 8
Cn1c(NN)nc2sc3c(c2c1=O)CC(C)(C)OC3 | i | i | i | -3 | i | i | . | -10 | i | i | 4
CCN(CC(=O)NCc1ccc(Cl)cc1)CC(=O)NC1(C#N)CCCC1 | i | i | i | 7 | i | i | -2 | -9 | i | i | .
O=C(NC1CC1)C1CCN(S(=O)(=O)c2ccc(Cl)cc2)CC1 | i | i | i | 0 | i | i | -8 | -4 | i | i | -3
CC1Sc2ccc(S(=O)(=O)CCC(=O)N3CCCCC3)cc2NC1=O (stereo not given) | i | i | i | -3 | i | i | -2 | -8 | i | i | 1
CCOC(=O)N=S(N)(=O)c1ccccc1 (stereo not given) | i | i | i | -2 | i | i | -4 | -12 | i | i | 3
COc1cccc(-n2nnnc2SCC(=O)Nc2ccccc2OC)c1 | i | i | i | -2 | i | i | 8 | 0 | i | i | 4
c1csc(-c2nn3c(C4COc5ccccc5O4)nnc3s2)c1 (stereo not given) | i | i | i | 0 | i | i | . | -8 | i | i | -1
Cc1cccc(NC(=O)COc2coc(CN3CCN(Cc4ccccc4)CC3)cc2=O)c1 | i | i | i | -1 | i | i | -4 | -11 | i | i | -1
COc1ccc(-n2c(=S)[nH]c3cc(C(=O)Nc4cccc(C)c4)ccc3c2=O)cc1 | i | i | i | -2 | i | i | -3 | 1 | i | i | 1
CCOC(=O)C1CCN(C(=O)CNC(=O)c2nn(-c3ccc(OC)cc3)c(=O)c3ccccc23)CC1 | i | i | i | -1 | i | i | 0 | -6 | i | i | -1
Cc1ccccc1OCC(=O)NCC(=O)N/N=C/c1ccc(Br)o1 | i | i | i | -1 | i | i | 2 | -7 | i | i | 5
Cc1cccn2c(=O)c3cc(C(=O)NC4CCCCCC4)sc3nc12 | i | i | i | 0 | i | i | -5 | -10 | i | i | 5
CCCC(=O)Nc1ccc2c(c1)nc(CN1CCCCC1)n2C | i | i | i | -3 | i | . | -4 | -11 | i | i | 2
COc1ccc(CCN2C(=O)CS/C2=N\NC(=O)c2cccs2)cc1OC | i | i | i | 3 | i | i | 2 | -7 | i | i | 5
COc1ccccc1CNC(=O)C1CCN(S(=O)(=O)c2ccc(-n3cnnn3)cc2)CC1 | i | i | i | -1 | i | i | -1 | -3 | i | i | -1
CCSc1nnc(NC(=O)C2CCCCC2C(=O)OCC(F)(F)C(F)F)s1 (stereo not given) | i | i | i | . | i | . | -5 | -11 | i | i | 2
Cc1ccsc1C(=O)Nc1n[nH]c(C(F)(F)F)n1 | i | i | i | -1 | i | i | -2 | -11 | i | i | -4
COc1cc(CN2CCCC(N3CCc4ccccc4C3)C2)c(Cl)cc1O (stereo not given) | i | i | i | 1 | i | i | -2 | -7 | i | i | 3
CC(=O)N1N=C(c2ccccc2O)CC1c1cccs1 (stereo not given) | i | i | i | 0 | i | i | 6 | -12 | i | i | 0
O=C(CN(Cc1ccccc1)S(=O)(=O)c1ccc2c(c1)OCCO2)Nc1ccc2c(c1)OCCO2 | i | i | i | 0 | i | i | -2 | -4 | i | i | 0
CCOC(=O)C1(CCc2ccccc2)CCN(C(=O)CN2C(=O)CSC2=O)CC1 | i | i | i | 1 | i | i | -1 | -7 | i | i | 3
O=C(O)c1c(C(=O)O)c(-c2ccc(Br)cc2)n2c1CSC2 | i | i | i | 0 | i | i | -6 | -7 | i | i | 3
Cc1cc(SCC(=O)Nc2c(C)n(C)n(-c3ccccc3)c2=O)nc2ccccc12 | i | i | i | 1 | i | i | 6 | -4 | i | i | -4
CCCC(=O)Nc1ccc(Oc2ccc(NC(=O)CCC)cc2)cc1 | i | i | i | -1 | i | i | -12 | -9 | i | i | 3
Cc1ccccc1Oc1nc2c(C)cccn2c(=O)c1/C=C(\C#N)C(=O)Nc1c(C)n(C)n(-c2ccccc2)c1=O | i | i | i | 1 | i | i | 3 | -12 | i | i | -3
O=c1c2cn(Cc3ccc(F)cc3)c3ccc(F)cc3c-2nn1Cc1ccc(F)cc1 | i | i | i | . | i | i | -3 | -2 | i | i | 0
CC(NC(=O)C1CCC1)c1ccc(Br)cc1 (stereo not given) | i | i | i | 0 | i | i | 1 | -1 | i | i | 2
CCc1ccc2[nH]c(=O)c(CN(Cc3ccc4c(c3)OCO4)Cc3nnnn3C3CCCC3)cc2c1 | i | i | i | -4 | i | i | -2 | -4 | i | -8.7* | -3
Cc1nn(CC(=O)Nc2ccncc2)c(C)c1[N+](=O)[O-] | i | i | i | -1 | i | i | 10 | -3 | i | i | -1
O=C(Nc1ccccc1)C1CCCN1C(=O)NCc1ccccc1 (stereo not given) | i | i | i | -2 | i | i | 2 | -7 | i | i | 1
C=CCNc1nc(NCCN2CCOCC2)nc(N2CCOCC2)n1 | i | i | i | 0 | i | i | -8 | -6 | i | i | 1
CC(C)c1ccc(NC(=O)NN2CCOCC2)cc1 | i | i | i | 1 | i | . | -1 | -11 | i | i | 2
Cc1ccc(C)c(N2CCN(S(=O)(=O)c3cc4c(cc3C)NC(=O)CO4)CC2)c1 | i | i | i | -2 | i | i | -5 | -7 | i | i | 1
CCN(C(=O)COC(=O)c1cncc(Br)c1)C1CCS(=O)(=O)C1 (stereo not given) | i | i | i | -1 | i | i | -6 | -8 | i | i | 2

Reprinted from the part before: two entries; new compounds follow.
SMILES | RGS4 act | KCNQ1 block | KCNQ1 pot | GSK3 alpha inh | RGS4 block | PolyA inh | Dyrk1A ADPGlo | hERG rescue | KCNK9 inh | KCNK3 inh | GSK3beta inhib
Cc1ccc(C)c(N2CCN(S(=O)(=O)c3cc4c(cc3C)NC(=O)CO4)CC2)c1 | i | i | i | -2 | i | i | -5 | -7 | i | i | 1
CCN(C(=O)COC(=O)c1cncc(Br)c1)C1CCS(=O)(=O)C1 (stereo not given) | i | i | i | -1 | i | i | -6 | -8 | i | i | 2
COC(=O)c1ccc(NC(=O)CSc2nnnn2C2CCCCC2)cc1 | i | i | i | 0 | i | i | 8 | -17 | i | i | 1
COc1ccc(C2COC(=O)C2=N)c(NC(=O)c2ccc(Cl)cc2)c1 (stereo not given) | i | i | i | -4 | i | i | . | -9 | i | i | 0
O=C(Nc1ccc(F)cc1)c1nsc(Cl)c1Cl | i | i | i | 2 | i | i | -10 | -6 | i | i | -3
COc1cccc(CNC(=O)CCC2CCCN(C(=O)c3ccc(OC)o3)C2)c1 (stereo not given) | i | i | i | 2 | i | i | -6 | -13 | i | i | -1
CCCN(CC1CCCO1)C(=O)CCc1nnc(-c2cc(C)on2)o1 (stereo not given) | i | i | i | -2 | i | i | -2 | -9 | i | i | -1
O=C(O)CCN1/C(=C/C=Nc2ccccc2)Oc2ccccc21 | i | i | i | -4 | i | i | -7 | -5 | i | i | 1
O=c1cc(CSc2nc3ccccc3c(=O)[nH]2)c2ccc(O)cc2o1 | i | i | i | . | i | i | -2 | -16 | i | i | -10
CCCc1[nH]n(-c2nc3ccccc3s2)c(=O)c1C=NCCCOC | i | i | i | -2 | i | i | -3 | -5 | i | i | -8
O=C(O)c1cc(NS(=O)(=O)c2ccc(N3CCCCC3)c([N+](=O)[O-])c2)cc(C(=O)O)c1 | i | i | i | -4 | i | i | -5 | -8 | i | i | 2
O=C(O)CCN1C(=O)C2C3c4ccccc4C(c4ccccc43)C2C1=O (stereo not given) | i | i | i | -2 | i | i | -2 | -4 | i | i | 2
COc1ccc(N2CCN(C(=O)c3cn(C)c(=O)c4c3c3ccccc3n4C)CC2)cc1 | i | i | i | 2 | i | i | 8 | -10 | i | i | -4
COc1cc(NC(=O)c2ccc3c(SCC(=O)O)c4c(nc3c2)CCC4)cc(OC)c1OC | i | i | i | 7 | i | i | 4 | -5 | i | i | -1
COc1ccc(C(=O)COc2nc(C)cc(C)c2C#N)cc1 | i | i | i | -1 | i | i | 8 | -2 | i | i | 3
NC(=O)C1CCN(CC(=O)Nc2cccc(C(=O)Nc3cccc(C(F)(F)F)c3)c2)CC1 | i | i | i | -2 | i | i | 7 | -20 | i | i | -2
COc1ccc(CC(=O)Nc2cccc3ccccc23)cc1OC | i | i | i | -1 | i | i | -1 | -4 | i | i | 3
COc1ccc(NC(=S)Nc2ccc3nccnc3c2)cc1 | i | i | i | 6 | i | i | 14 | -12 | i | i | 2
O=C1N(CCCCN2C(=O)C3(OCCO3)c3ccccc32)c2ccccc2C12OCCO2 | i | i | i | 4 | i | i | 7 | -27 | i | i | 1
COc1ccc(N2CCN(c3ncnc4scc(-c5ccc(C)cc5)c34)CC2)cc1 | -7.9* | i | i | -1 | i | i | -1 | -4 | -7.9* | i | .
O=S(=O)(/C=C/c1ccccc1)n1cnc2ccccc21 | i | i | i | . | i | i | -3 | -5 | i | i | 4
Cc1cc(NC(=O)CS(=O)(=O)c2ccc(Cl)cc2)no1 | i | i | i | 4 | i | i | 3 | -8 | i | i | 9
O=C(O)CSc1nc2ccccc2[nH]1 | i | i | i | 1 | i | i | 5 | 8.4* | i | i | 2
CC(C)NS(=O)(=O)c1ccc(OCC(=O)NCc2ccc3c(c2)OCO3)c(Cl)c1 | i | i | i | 0 | i | . | 2 | -2 | i | i | -25
